TRPC6 activator = mouse TRPC6 channel activation. HEK293-TRPC6 membrane potential dye fluorescence; active compounds read high. 310,000 tested, 0.13% active. Q61143. AID 2550. B-score at 10 µM;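 active = B-score of the integrated fluorescence ratio above library mean plus 3 SD, and starting fluorescence ratio within library mean plus 5 SD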;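 also: higher score means more depolarization so channel activation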
Target sequence (Q61143 whole entry, looked up): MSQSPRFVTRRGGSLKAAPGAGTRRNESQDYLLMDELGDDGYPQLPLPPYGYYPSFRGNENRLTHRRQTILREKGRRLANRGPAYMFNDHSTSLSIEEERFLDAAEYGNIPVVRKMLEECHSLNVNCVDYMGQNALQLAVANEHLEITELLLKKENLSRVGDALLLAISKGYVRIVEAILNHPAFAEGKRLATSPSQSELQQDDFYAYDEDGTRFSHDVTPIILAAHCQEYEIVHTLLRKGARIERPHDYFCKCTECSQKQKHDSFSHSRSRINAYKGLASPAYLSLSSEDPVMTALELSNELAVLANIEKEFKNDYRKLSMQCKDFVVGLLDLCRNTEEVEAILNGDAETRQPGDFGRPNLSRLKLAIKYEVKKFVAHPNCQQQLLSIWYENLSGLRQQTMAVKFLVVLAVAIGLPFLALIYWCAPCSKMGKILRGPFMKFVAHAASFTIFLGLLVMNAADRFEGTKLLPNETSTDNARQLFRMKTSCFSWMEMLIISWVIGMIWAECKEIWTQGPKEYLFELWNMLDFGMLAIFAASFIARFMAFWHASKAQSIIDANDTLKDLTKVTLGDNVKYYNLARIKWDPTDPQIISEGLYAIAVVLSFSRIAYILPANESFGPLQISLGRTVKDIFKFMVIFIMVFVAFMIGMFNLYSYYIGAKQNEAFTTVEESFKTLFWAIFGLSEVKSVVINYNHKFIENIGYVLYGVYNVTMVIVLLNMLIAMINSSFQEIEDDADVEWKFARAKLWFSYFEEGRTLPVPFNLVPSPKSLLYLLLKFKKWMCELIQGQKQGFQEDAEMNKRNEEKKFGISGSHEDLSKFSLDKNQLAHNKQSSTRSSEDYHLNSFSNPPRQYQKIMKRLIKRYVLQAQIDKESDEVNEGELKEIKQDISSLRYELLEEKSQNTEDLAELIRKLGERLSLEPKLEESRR
AI-2 QS modul = Vibrio harveyi AI-2 quorum sensing modulation. Vibrio harveyi JMH597 AI-2 luminescence/OD600 ratio, 9 h; active compounds read low; strain lacks LuxN and CqsS sensors; 0 = neutral-control median. activity change, % at 7.5 µM. 300,000 tested, 0.4% active; in the data active = activity change below about -75%, passing the limit was not always enough;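 also: luminescence divided by OD600 gain over 9 h not by final OD600 alone; inactives centre near 13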
MrgX1 antagonist = antagonists of human MrgX1 receptor; Q96LB2; B-score at 10 µM; AID 588676; 310,000 tested, 1.3% active; MRGX1-HEK293 calcium flux, Fluo-4, BAM8-22 antagonism; active compounds read low;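 active = calcium-response B-score plate-corrected more than 3 library SD below zero, starting fluorescence within 5 deviations, no agonist response on first addition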;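 also: peak minus trough fluorescence over baseline after final BAM8-22 challenge near maximal dose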
TRPC4 act = activators of mouse TRPC4 channel; HEK293 TRPC4beta/mu-opioid, Fluo4 calcium fluorescence; active compounds read high; AID 2237; B-score at 10 µM; 310,000 tested, 0.49% active; Q9QUQ5;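 active = B-score above 5 SD of library B-scores, and initial fluorescence ratio not above library mean plus 5 SD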;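 also: positive B-score marks a calcium rise read as TRPC4 activation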
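Assay system: HEK293 stable line with TRPC4beta plus mu-opioid receptor. Times: dye 45 min RT, read 110 s. Measured by: kinetic Fluo4 calcium fluorescence. Measure: B score of integrated ratio. Controls: assay buffer as low control, maximal DAMGO as high control.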
TRPC4 block = blocks the mouse TRPC4 cation channel; B-score at 10 µM; Q9QUQ5; 300,000 tested, 0.39% active; HEK293 TRPC4beta/mu-opioid, DAMGO-evoked Fluo4 calcium flux; active compounds read low;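 active = B-score over 3 SD under the library average, no early fluorescence shift, positive overall ratio signal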
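Assay system: HEK293 cells with stable TRPC4beta plus mu-opioid receptor expression; Probe or stimulus: DAMGO in two steps, submaximal then maximal; Dosing: single-point compound dosing; Measured by: Fluo4 calcium-dye fluorescence, kinetic read; Read-out basis: B score from integrated Fluo4 fluorescence ratio.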
MrgX1 ag = agonists of human MrgX1 receptor. Q96LB2. MrgX1-HEK293 cells, Fluo-4 calcium fluorescence, agonist mode; active compounds read high. B-score at 10 µM. 310,000 tested, 0.44% active. AID 588627;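 active = calcium response B-score plate-corrected fluorescence ratio at least 3 library SD, with starting fluorescence B-score inside 5 SD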
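Material – MrgX1-expressing HEK293 cells · Input – 15,000 cells seeded per well · Dosing – compound as first of three additions · Times – overnight seeding, then 1 h dark dye loading · Measured by – kinetic Fluo-4 NW fluorescence of intracellular calcium · Read-out – B-scored fluorescence response ratio · Benchmarks – positive and negative control wells on each plate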
PolyA inh = yeast polyadenylation inhibition; 300,000 tested, 0.02% active; S. cerevisiae SKY197-pL101 polyadenylation reporter, beta-gal luminescence; efflux-impaired pdr1/pdr3 knockout yeast; score 100 = 6 SD above DMSO; calls only at 12 µM; AID 1875;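 active = lowest replicate activity score at least 50, where 100 means six control SD above control mean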;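 also: yeast exposed to compound for 9 h at 30 °C; higher score means more reporter readthrough which indicates perturbed polyadenylation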
MrgX1 allo act = allosterically activates human MrgX1 receptor signaling. B-score at 10 µM. MrgX1-HEK293, Fluo-4 calcium flux, FDSS; active compounds read high. 310,000 tested, 0.63% active. AID 588675;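 active = plate-corrected calcium response at least 3 library SD above typical, normal starting fluorescence, not activating the receptor alone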;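 also: compound read alongside a low EC10 to EC30 dose of BAM8-22 agonist; peak minus trough fluorescence over baseline measured at the second addition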
TRPC6 inh = inhibitors of mouse TRPC6 channel. 310,000 tested, 1.1% active. B-score at 10 µM. HEK293-TRPC6, membrane potential dye, ACh-evoked depolarization; active compounds read low. AID 2553. Q61143;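 active = B-score under library mean minus 3 SD, initial fluorescence not abnormally high, positive integrated signal ratio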;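 also: B-score derived from integrated fluorescence ratio over the kinetic read; more negative B-score means stronger inhibition of depolarization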
HIF activator = HIF pathway transcriptional activation; 300,000 tested, 0.32% active; activation, % at 7.5 µM (by protocol); U2OS HRE-luciferase reporter, luminescence; normalized: DMSO 0%, desferrioxamine 100%;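 active = mean activation of at least 10% of the iron chelator positive control signal, with at least half of replicates also reaching 10%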
TRPC4 potent = TRPC4 (mouse) allosteric potentiation. B-score at 10 µM. 310,000 tested, 0.42% active. Q9QUQ5. HEK293 TRPC4beta/mu-opioid, DAMGO EC20, Fluo-4 Ca2+ flux; active compounds read high;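 active = B-score of calcium response area above 5 SD of library B-scores, with initial fluorescence ratio within 5 SD of library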;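 also: B-score of integrated fluorescence ratio over time as area under calcium response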
Numbers without * were called inactive; i = inactive; / = no result given. A portion of the library; count on the stated rates, not on these rows.

SMILES	TRPC6 activator	AI-2 QS modul	MrgX1 antagonist	TRPC4 act	TRPC4 block	MrgX1 ag	PolyA inh	MrgX1 allo act	TRPC6 inh	HIF activator	TRPC4 potent
COc1ccc(N(CC(=O)N2CCN(c3ccccc3)CC2)S(=O)(=O)c2ccc(C)cc2)cc1	i	27	i	i	i	i	i	i	i	-0.1	i
Cc1ccc(C(=O)NCC(=O)OCC(=O)NC2CCS(=O)(=O)C2)cc1C (stereo unspecified)	i	22	i	i	i	i	/	i	i	-0.7	i
CCN1CCN(S(=O)(=O)c2ccc(Cl)c(C(=O)Nc3ccccc3N3CCOCC3)c2)CC1	i	38	i	i	i	i	i	i	i	0.2	i
CC(=O)Nc1cnc(NC(=O)c2cccc(F)c2)cc1C	i	4	i	i	i	i	i	i	i	0.5	i
CNC(=O)CSc1nnnn1-c1cc(C)ccc1C	i	10	i	i	i	i	i	i	i	-0.4	i
Cc1cccc(C(=O)NC(=S)Nc2ccc3[nH]c(=O)[nH]c3c2)c1	i	18	i	i	i	i	i	i	i	0.1	i
CCn1ncc(C(=O)Nc2ccc([N+](=O)[O-])cc2OC)c1C	i	12	i	i	i	i	i	i	i	-0.1	i
CCC(C)C(N)C(=O)NC(CCC(=O)OCc1ccccc1)C(N)=O (stereo unspecified)	i	3	i	i	i	i	i	i	i	0.0	i
N#C/C(=C/Nc1ccccc1C(=O)O)C(N)=O	i	9	i	i	i	i	i	i	i	0.4	i
Cc1ccc(NC(=O)C(OC(=O)c2ccc(NC(N)=O)cc2)c2ccccc2)cc1Cl (stereo unspecified)	i	70	i	i	i	i	i	i	i	0.0	i
CC(C(=O)Nc1cccnc1)c1ccc([N+](=O)[O-])cc1 (stereo unspecified)	i	12	i	i	i	i	i	i	i	0.2	i
O=C(NCc1ccccn1)C1CCN(C(=O)c2cc3sccc3n2Cc2ccc(F)cc2)CC1	i	24	i	i	i	i	i	i	i	-0.2	i
O=C(c1cccc(S(=O)(=O)N2CCOCC2)c1)N1CCCc2ccccc21	i	-1	i	i	i	i	i	i	i	0.2	i
CC1CCN(S(=O)(=O)c2cc(C(=O)Nc3ccccn3)ccc2Br)CC1	i	20	i	i	i	i	i	i	i	0.7	i
CCSC1(SCC)N=C(N)C2(C#N)C(c3ccccc3)NC(C)=C(C)C12C#N (stereo unspecified)	i	5	/	i	i	/	i	/	i	-0.5	i
COc1ccc(OC)c(NC(=O)COC(=O)/C=C/c2ccc(Cl)cc2)c1	i	19	i	i	i	i	i	i	i	0.3	i
O=C(NCCN1CCOCC1)c1cc(S(=O)(=O)NCCCN2CCCC2=O)ccc1Cl	i	11	i	i	i	i	i	i	i	0.2	i
C=CCNC(=O)C1CC1(c1ccc(C)cc1)c1ccc(C)cc1 (stereo unspecified)	i	29	i	i	i	i	i	i	i	-0.2	i
CC(C)(C)c1ccc(OCc2ccc(C(=O)N/N=C/c3ccc([N+](=O)[O-])cc3)o2)cc1	i	17	i	i	i	i	i	i	i	3.2	i
COc1ccc(CN2CSC(=S)N(Cc3ccc(OC)cc3)C2)cc1	i	39	i	i	i	i	i	i	i	-0.5	i
COc1cc(/C=N/NC(=O)c2ccccc2O)ccc1OC(=O)CC1SC(=O)NC1=O (stereo unspecified)	i	59	i	i	i	i	i	i	i	0.4	i
COc1ccc(Br)cc1S(=O)(=O)N1CC(C)OC(C)C1 (stereo unspecified)	i	12	i	i	i	i	i	i	i	-0.8	i
CCOC(=O)Cn1c(N2CCCCCC2)nc2c1c(=O)[nH]c(=O)n2C	i	78	i	i	i	i	i	i	i	-4.7	i
COc1ccc2cc1Oc1ccc(cc1)C[C@H]1c3c(cc4c(c3Oc3cc5c(cc3OC)CCN(C)[C@@H]5C2)OCO4)CCN1C	i	14	i	i	i	i	i	i	i	1.2	i
O=C(CN(C(=O)Cn1nnc(-c2cccs2)n1)c1cnc2ccccc2c1)NCC1CCCO1 (stereo unspecified)	i	14	i	i	i	i	i	i	i	-0.4	i

Looked up one by one from the list above (2):
SMILES	TRPC6 activator	AI-2 QS modul	MrgX1 antagonist	TRPC4 act	TRPC4 block	MrgX1 ag	PolyA inh	MrgX1 allo act	TRPC6 inh	HIF activator	TRPC4 potent
O=C(NCc1ccccn1)C1CCN(C(=O)c2cc3sccc3n2Cc2ccc(F)cc2)CC1	i	24	i	i	i	i	i	i	i	-0.2	i
CCN1CCN(S(=O)(=O)c2ccc(Cl)c(C(=O)Nc3ccccc3N3CCOCC3)c2)CC1	i	38	i	i	i	i	i	i	i	0.2	i

Next section:
SMILES	TRPC6 activator	AI-2 QS modul	MrgX1 antagonist	TRPC4 act	TRPC4 block	MrgX1 ag	PolyA inh	MrgX1 allo act	TRPC6 inh	HIF activator	TRPC4 potent
O=C(Cn1c2ccc(F)cc2c2nc3n(c(=O)c21)CCS3)Nc1ccccc1C(F)(F)F	i	13	i	i	i	i	i	i	i	-1.1	i
Fc1cccc(CSc2nc3ccncc3[nH]2)c1	i	-25	i	i	i	i	i	i	i	2.7	i
O=C(NCCC(c1ccccc1)c1ccccc1)c1ccc(Br)o1	i	19	i	i	i	i	i	i	i	-1.0	i
Cc1cccc(NC2=NC(=S)N(c3ccc(C(=O)O)cc3)C23CCCCC3)c1	i	2	i	i	i	i	i	i	i	-0.4	i
CNC(=O)/C=C/c1cccc(C(F)(F)F)c1	i	20	i	i	i	i	i	i	i	-0.2	i
O=[N+]([O-])c1ccc(Cl)c(/C=N/n2c(C3CCCCC3)n[nH]c2=S)c1	i	16	i	i	i	i	i	i	i	0.3	i
Cc1ccc(/C=N/NC(=O)c2csc(C)c2)o1	i	22	i	i	i	i	i	i	i	2.5	i
CCOP(=O)(OCC)C(Nc1ccc(C)cc1)c1ccco1 (stereo unspecified)	i	39	i	i	i	i	i	i	i	0.4	i
O=C(COC(=O)c1ccc([N+](=O)[O-])o1)Nc1cccc(S(=O)(=O)N2CCCCC2)c1	i	7	i	i	i	i	i	i	i	-0.7	i
CCN1CCN(CC(=O)N/N=C/c2ccc(F)cc2F)CC1	i	26	i	i	i	i	i	i	i	-0.1	i
COc1ccccc1NS(=O)(=O)c1cc(NC(=O)c2[nH]c(C)c(C(C)=O)c2C)ccc1N1CCOCC1	i	16	i	i	i	i	i	i	i	0.3	i
CCC(C)NC(=O)Cn1c(=O)n(-c2ccc(OC)cc2)c(=O)c2ccc(C(=O)NCc3ccc(C)cc3)cc21 (stereo unspecified)	i	2	i	i	i	i	i	i	i	-0.4	i
Cc1cc(NC(=O)c2c(Cl)c(C)nn2C)no1	i	21	i	i	i	i	i	i	i	-14	i
CCOc1ccc(C(=O)Nc2ccccc2N2CCN(C(=O)c3ccccc3)CC2)cc1[N+](=O)[O-]	i	38	i	i	i	i	i	i	i	-0.2	i
OCC1OC(n2nnc3ccccc32)C(O)C(O)C1O (stereo unspecified)	i	9	i	i	i	i	i	i	i	-0.4	i
O=C(CNC(=O)c1cccs1)Nc1ncccc1O	i	14	i	i	i	i	i	i	i	0.7	i
S=C(NCc1ccc(Cl)cc1)Nc1ccncc1	i	-40	i	i	i	i	i	i	i	0.1	i
CC(C)[C@H](NC(=O)NCc1ccc(F)cc1)C(=O)O	i	6	i	i	i	i	i	i	i	-0.2	i
CC(C)N1CCC(N2CCN(CCCn3cccn3)CC2CCO)CC1 (stereo unspecified)	i	-1	i	i	i	i	i	i	i	0.2	i
O=C(Nc1ncn[nH]1)c1ccc(Cl)cc1Cl	i	12	i	i	i	i	i	i	i	0.1	i
O=c1nc(N2CCCCC2)nc2n1CCO2	i	0	i	i	i	i	i	i	i	-0.4	i
COc1ccccc1CCNC(C)CCc1ccc(O)cc1 (stereo unspecified)	i	-1	i	i	i	i	i	i	i	-1.2	i
Cc1ccc(C(=O)/C=C/c2ccc(Br)cc2)o1	i	13	i	i	i	i	i	i	i	1.2	i
Cc1ccc(SCc2c(-c3ccccc3)nn(C)c2Cl)cc1	i	8	i	i	i	i	i	i	i	0.0	i
CC(NC(=S)NCc1ccc(F)cc1)C12CC3CC(CC(C3)C1)C2 (stereo unspecified)	i	38	i	i	i	i	i	i	i	-0.3	i
(next part)
SMILES	TRPC6 activator	AI-2 QS modul	MrgX1 antagonist	TRPC4 act	TRPC4 block	MrgX1 ag	PolyA inh	MrgX1 allo act	TRPC6 inh	HIF activator	TRPC4 potent
COCCOC(=O)c1[nH]c2c(c1C)C(=O)CC(c1ccc(OC)c(OC)c1)C2 (stereo unspecified)	i	13	i	i	i	i	i	i	i	1.1	i
Cc1oc(-c2ccccc2Cl)nc1CSc1nc2c(c(=O)[nH]1)CCCC2	i	29	i	i	i	i	i	i	i	0.3	i
O=C(NCCNC(=O)c1cc(Cl)ccc1Cl)c1ccco1	i	-2	i	i	i	i	i	i	i	0.0	i
COC(=O)c1ccc(-c2ccc(/C=N/NC(=O)CC3(C)OCCCO3)o2)cc1	i	28	i	i	i	i	i	i	i	1.7	i
O=C(NNc1c(Cl)cccc1Cl)c1c(F)cccc1Cl	i	25	i	i	i	i	i	i	i	-0.2	i
C/C(=N\NC(=O)c1cccnc1)c1nnn(-c2nonc2N)c1C	i	9	i	i	i	i	i	i	i	0.4	i
COC(=O)c1ccccc1NC(=O)Cn1nc2n(C)c3ccccc3n2c(=O)c1=O	i	9	i	i	i	i	i	i	i	-1.0	i
CCc1ccc(S(=O)(=O)NCc2csc(C)n2)cc1	i	-8	i	i	i	i	i	i	i	-60	i
CC(C)C(=O)Nc1ccc(NC(=S)NC(=O)c2ccc([N+](=O)[O-])cc2)cc1	i	16	i	i	i	i	i	i	i	0.0	i
CCOc1ccccc1/C=N/Nc1cc(C)nc2ccc(C)cc12	i	35	i	i	i	i	i	i	i	-1.4	i
COc1cc2[nH]c(=O)n(Cc3ccc(C(=O)NCC4CCCO4)cc3)c(=O)c2cc1OC (stereo unspecified)	i	-4	i	i	i	i	i	i	i	1.2	i
Cc1ccc(C)c(NC(=O)CN(C)C(=O)COc2cccc3c2OC(C)(C)C3)c1	i	20	i	i	i	i	i	i	i	0.5	i
